Vc quorum ag = inducers of Vibrio cholerae quorum light production without autoinducers; activation, % at 18.7 µM; 0.16% of 350,000 active; V. cholerae BH1578 lux reporter, luminescence, 6 h; in the data active = activation mostly above about 9.7%, no sharp cut-off; note: not every result past the cut was called active; inactives centre near 0; reference of the scale not given here
UGM FP inh = Mtb UDP-galactopyranose mutase inhibition; P9WIQ1; purified UGM, fluorescence polarization probe displacement; inhibition, % at 10 µM; 0.06% of 320,000 active; AID 504406; in the data active = inhibition above about 10%, passing the limit was not always enough
FadD28 binding = inhibitors of Mycobacterium tuberculosis FadD28 bisubstrate binding. FadD28 bisubstrate probe binding, fluorescence polarization. inhibition, % at 12.5 µM. 0.22% of 360,000 active. AID 588549; in the data active = inhibition above about 8.5%, passing the limit was not always enough
Y pestis TopoI = Y. pestis Topo-I inhibition via cleavage products. Y. pestis Topo-I cleavage product accumulation, plate reader. activity, % at 10 µM. 0.064% of 360,000 active. AID 504884; in the data active = activity above about 50%, passing the limit was not always enough; note: inactives centre near 2
TcdB inh = blocks C. difficile toxin B glycohydrolase activity; P18177; inhibition, % at 9.99 µM; 0.24% of 350,000 active; TcdB glycohydrolase enzymatic assay, plate reader; in the data active = inhibition above about 10%
Target sequence (P18177 whole entry, looked up): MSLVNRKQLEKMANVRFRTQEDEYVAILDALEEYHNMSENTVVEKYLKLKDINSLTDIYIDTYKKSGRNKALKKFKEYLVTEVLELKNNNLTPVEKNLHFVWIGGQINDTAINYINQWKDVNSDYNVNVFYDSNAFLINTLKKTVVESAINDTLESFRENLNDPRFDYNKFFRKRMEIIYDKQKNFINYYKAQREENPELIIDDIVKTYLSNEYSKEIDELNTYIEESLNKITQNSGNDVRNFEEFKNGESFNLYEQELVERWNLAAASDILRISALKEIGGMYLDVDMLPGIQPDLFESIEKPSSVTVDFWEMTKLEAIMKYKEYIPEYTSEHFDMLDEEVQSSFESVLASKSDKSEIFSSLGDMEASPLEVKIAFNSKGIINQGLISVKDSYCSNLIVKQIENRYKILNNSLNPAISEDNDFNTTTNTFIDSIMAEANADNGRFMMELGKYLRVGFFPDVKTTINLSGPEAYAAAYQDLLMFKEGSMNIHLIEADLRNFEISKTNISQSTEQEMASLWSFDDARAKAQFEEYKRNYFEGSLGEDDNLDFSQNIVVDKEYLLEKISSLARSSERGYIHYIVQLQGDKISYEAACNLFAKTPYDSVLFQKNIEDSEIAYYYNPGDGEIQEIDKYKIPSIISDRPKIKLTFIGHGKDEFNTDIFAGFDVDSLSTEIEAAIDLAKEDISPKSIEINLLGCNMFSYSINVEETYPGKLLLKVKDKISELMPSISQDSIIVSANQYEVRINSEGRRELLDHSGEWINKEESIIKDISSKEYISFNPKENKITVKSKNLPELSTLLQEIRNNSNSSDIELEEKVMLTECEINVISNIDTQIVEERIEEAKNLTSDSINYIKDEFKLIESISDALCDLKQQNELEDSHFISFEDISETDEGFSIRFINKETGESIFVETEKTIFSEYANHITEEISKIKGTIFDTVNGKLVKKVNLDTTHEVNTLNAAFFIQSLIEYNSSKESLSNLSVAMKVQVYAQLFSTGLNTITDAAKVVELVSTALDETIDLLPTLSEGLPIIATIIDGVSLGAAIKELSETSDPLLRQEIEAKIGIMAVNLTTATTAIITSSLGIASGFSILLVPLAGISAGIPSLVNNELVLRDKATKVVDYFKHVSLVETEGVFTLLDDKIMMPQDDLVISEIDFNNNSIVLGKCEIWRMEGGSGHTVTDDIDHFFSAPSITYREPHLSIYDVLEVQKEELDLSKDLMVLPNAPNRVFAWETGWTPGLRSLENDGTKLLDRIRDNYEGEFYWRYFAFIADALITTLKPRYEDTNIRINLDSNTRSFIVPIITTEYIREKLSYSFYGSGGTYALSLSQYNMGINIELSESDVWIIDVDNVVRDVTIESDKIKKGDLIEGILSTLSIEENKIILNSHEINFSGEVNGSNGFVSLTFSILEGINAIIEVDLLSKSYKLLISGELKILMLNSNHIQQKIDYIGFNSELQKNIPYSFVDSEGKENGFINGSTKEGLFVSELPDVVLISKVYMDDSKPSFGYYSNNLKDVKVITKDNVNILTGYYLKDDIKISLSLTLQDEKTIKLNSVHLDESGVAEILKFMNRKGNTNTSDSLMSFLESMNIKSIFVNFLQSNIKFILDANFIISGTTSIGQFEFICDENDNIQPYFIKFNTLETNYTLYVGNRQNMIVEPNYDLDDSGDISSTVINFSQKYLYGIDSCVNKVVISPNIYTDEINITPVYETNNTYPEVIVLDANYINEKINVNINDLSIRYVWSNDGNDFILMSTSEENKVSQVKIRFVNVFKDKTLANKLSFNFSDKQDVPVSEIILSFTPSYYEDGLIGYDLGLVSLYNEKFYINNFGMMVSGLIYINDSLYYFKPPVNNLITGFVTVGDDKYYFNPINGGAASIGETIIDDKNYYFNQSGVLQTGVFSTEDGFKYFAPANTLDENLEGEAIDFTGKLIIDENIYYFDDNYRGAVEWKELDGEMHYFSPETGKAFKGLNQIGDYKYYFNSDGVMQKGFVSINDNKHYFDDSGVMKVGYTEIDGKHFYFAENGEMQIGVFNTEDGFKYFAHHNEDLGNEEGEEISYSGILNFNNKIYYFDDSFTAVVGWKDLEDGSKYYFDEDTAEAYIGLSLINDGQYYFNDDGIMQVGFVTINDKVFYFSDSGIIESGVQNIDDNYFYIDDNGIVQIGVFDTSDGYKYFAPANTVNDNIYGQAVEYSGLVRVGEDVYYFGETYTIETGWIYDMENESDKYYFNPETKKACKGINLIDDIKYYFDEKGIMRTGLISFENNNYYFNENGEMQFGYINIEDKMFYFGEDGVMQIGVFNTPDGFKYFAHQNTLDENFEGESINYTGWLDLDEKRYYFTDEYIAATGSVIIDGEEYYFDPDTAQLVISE
Mtb FBA inh = inhibits M. tuberculosis FBA enzyme; P9WQA3; purified M. tuberculosis FBA, fluorescence read-out; 2.3% of 360,000 active; inhibition, % at 1 µM; in the data active = inhibition above about 27%;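 note: 0% = vehicle and 100% = reference inhibitor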
GDH-TPI counter = GDH-TPI coupled enzyme inhibition counter-screen. GDH-TPI coupled enzyme counterscreen, NADH absorbance. inhibition, % at 4.8 µM. 1.2% of 360,000 active. AID 588335; in the data active = inhibition above about 30%;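 note: 0% = DMSO wells and 100% = wells lacking the enzyme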
PfHsp40 yeast = rescue of PfHsp40-mediated yeast toxicity; 0.68% of 340,000 active; growth rescue, % at 12.5 µM; AID 504582; S. cerevisiae expressing PfHsp40, growth rescue, ATP luminescence; in the data active = growth rescue above about 28%, passing the limit was not always enough;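 note: yeast W303a lacking pdr1 and pdr3 grown in galactose medium; growth measured after three days at 30 °C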
BioA inh = inhibitors of Mycobacterium tuberculosis BioA enzyme; purified M. tuberculosis BioA enzyme, plate reader; inhibition, % at 9.99 µM; AID 602481; 0.096% of 360,000 active; in the data active = inhibition above about 40%
* marks the source's active call; other numbers are inactive results.

For O=C1Nc2ccccc2C1=Nc1ccc(Br)cc1 the results were Vc quorum ag -0.4, UGM FP inh 1.6, FadD28 binding -1.7, Y pestis TopoI -9, TcdB inh 1.4, Mtb FBA inh -6, GDH-TPI counter -6, PfHsp40 yeast 0.0 and BioA inh -0.4.
Screening COc1ccc(C)c2sc(NC(=O)C3=COCCO3)nc12 returned Vc quorum ag -1.6, UGM FP inh 1.6, FadD28 binding 0.0, Y pestis TopoI -10, TcdB inh 3.8, Mtb FBA inh 6, GDH-TPI counter 20, PfHsp40 yeast -0.6 and BioA inh -1.5.
For Cc1cc(C=C2C(=O)c3ccccc3C2=O)c(C)n1-c1ccccc1 the results were Vc quorum ag -0.3, UGM FP inh 2.2, FadD28 binding -2.5, Y pestis TopoI 3, Mtb FBA inh -6, GDH-TPI counter 1, PfHsp40 yeast -0.5 and BioA inh 6.5.
For Cc1cc(C)n2nc(N)c(N=Nc3ccc(Cl)cc3)c2n1 the results were Vc quorum ag -0.7, UGM FP inh 1.9, FadD28 binding -3.4, Y pestis TopoI 1, Mtb FBA inh -5, GDH-TPI counter 10 and PfHsp40 yeast 0.4.
C/C(=N\n1cnnc1)c1ccccc1 was read as Vc quorum ag inactive, UGM FP inh -0.4, FadD28 binding -0.7, Y pestis TopoI 3, TcdB inh 0.7, Mtb FBA inh 2, GDH-TPI counter -3 and PfHsp40 yeast 0.4.
For Cc1ccc(NC(=S)NCC(C)CSc2ccc(Cl)cc2)cc1 (stereo unspecified) the results were Vc quorum ag -0.6, UGM FP inh -3.0, FadD28 binding -1.8, Y pestis TopoI 3, TcdB inh 1.2, Mtb FBA inh -1, GDH-TPI counter -1 and PfHsp40 yeast -0.3.
For CC(=O)c1ccc(S(=O)(=O)N(C)CC(=O)Nc2ccc(C)cc2)cc1 the results were Vc quorum ag inactive, UGM FP inh -2.6, FadD28 binding -1.2, Y pestis TopoI 0, TcdB inh -2.7, Mtb FBA inh -4, GDH-TPI counter -4, PfHsp40 yeast -0.6 and BioA inh -1.2.
OC(CCN1CCCCC1)(c1ccccc1)c1ccccc1 was read as Vc quorum ag 8.3, UGM FP inh -1.2, FadD28 binding 0.8, Y pestis TopoI -2, TcdB inh 1.8, Mtb FBA inh 3, GDH-TPI counter -11, PfHsp40 yeast 6.5 and BioA inh -0.8.
COc1ccc(NS(=O)(=O)c2cc(NC(=O)c3cccs3)ccc2N2CCCC2)cc1 was read as Vc quorum ag -0.2, UGM FP inh 0.5, FadD28 binding 0.7, Y pestis TopoI 4, TcdB inh -0.3, Mtb FBA inh -1, GDH-TPI counter 2 and PfHsp40 yeast -0.3.
For COc1cccc(-c2cc(C(F)(F)F)n3nc(N)nc3n2)c1 the results were Vc quorum ag inactive, UGM FP inh 3.5, FadD28 binding -3.8, Y pestis TopoI 6, Mtb FBA inh 5, GDH-TPI counter 36*, PfHsp40 yeast -0.4 and BioA inh -0.9.
Screening O=C(COC(=O)c1ccccc1O)Nc1cc([N+](=O)[O-])ccc1Cl returned Vc quorum ag inactive, UGM FP inh -2.4, FadD28 binding -1.5, Y pestis TopoI -7, TcdB inh 0.9, Mtb FBA inh -3, GDH-TPI counter 9, PfHsp40 yeast -0.9 and BioA inh -0.4.
COc1nnc(-c2ccccc2)s1 was read as Vc quorum ag -0.2, UGM FP inh -2.1, FadD28 binding -1.4, Y pestis TopoI 3, Mtb FBA inh 2, GDH-TPI counter 0, PfHsp40 yeast -0.8 and BioA inh -0.4.
`CCCn1c(-c2ccc(F)cc2)n[nH]c1=S` gave Vc quorum ag -0.4, UGM FP inh -0.8, FadD28 binding -3.4, Y pestis TopoI 9, Mtb FBA inh 2, GDH-TPI counter 2 and PfHsp40 yeast -0.5.
`COc1ccc(OC)c(/C=N/NC(=O)c2ccc3nc[nH]c3c2)c1` gave Vc quorum ag inactive, UGM FP inh -2.3, FadD28 binding -3.4, Y pestis TopoI 2, TcdB inh 0.7, Mtb FBA inh 22, GDH-TPI counter 7 and PfHsp40 yeast 0.1.
`COCc1cc(C)nc(N2CCN(c3ccccc3)CC2)c1C#N` gave Vc quorum ag inactive, UGM FP inh 2.3, FadD28 binding -1.1, Y pestis TopoI 19, Mtb FBA inh 0, GDH-TPI counter 2, PfHsp40 yeast 0.8 and BioA inh 1.8.
COc1ccc(Br)cc1/C=N/NC(=O)c1ccc2nc[nH]c2c1 was read as Vc quorum ag -0.5, UGM FP inh -2.2, FadD28 binding -5.8, Y pestis TopoI -6, TcdB inh 0.7, Mtb FBA inh 0, GDH-TPI counter 26, PfHsp40 yeast 0.4 and BioA inh 1.6.
Screening Cc1ccc(S(=O)(=O)Nc2ccc(NC(=O)/C=C/C(=O)O)cc2)cc1 returned Vc quorum ag -4.2, UGM FP inh 0.2, FadD28 binding -2.7, Y pestis TopoI -11, Mtb FBA inh 1, GDH-TPI counter -1, PfHsp40 yeast 0.9 and BioA inh -4.5.
`O=C(Nc1ccc([N+](=O)[O-])cn1)C1CC2CCC1C2` (stereo unspecified) gave Vc quorum ag -0.3, FadD28 binding -1.6, Y pestis TopoI -3, Mtb FBA inh 2, GDH-TPI counter 4 and PfHsp40 yeast -0.4.
O=C1SCCC1NS(=O)(=O)c1ccc([N+](=O)[O-])cc1 (stereo unspecified) was read as Vc quorum ag 0.6, UGM FP inh 0.3, FadD28 binding -1.2, Y pestis TopoI 4, TcdB inh -9.9, Mtb FBA inh 4, GDH-TPI counter -2, PfHsp40 yeast 1.2 and BioA inh -0.3.
O=C(c1cccnc1)N1CCN(Cc2ccccc2Br)CC1 was read as Vc quorum ag inactive, UGM FP inh -0.6, FadD28 binding -0.7, Y pestis TopoI 5, Mtb FBA inh -1, GDH-TPI counter -1, PfHsp40 yeast -1.9 and BioA inh -1.0.

A draw from above in order of formula weight, smallest number first:
COc1nnc(-c2ccccc2)s1 was read as Vc quorum ag -0.2, UGM FP inh -2.1, FadD28 binding -1.4, Y pestis TopoI 3, Mtb FBA inh 2, GDH-TPI counter 0, PfHsp40 yeast -0.8 and BioA inh -0.4.
`O=C(Nc1ccc([N+](=O)[O-])cn1)C1CC2CCC1C2` (stereo unspecified) gave Vc quorum ag -0.3, FadD28 binding -1.6, Y pestis TopoI -3, Mtb FBA inh 2, GDH-TPI counter 4 and PfHsp40 yeast -0.4.
`COc1ccc(OC)c(/C=N/NC(=O)c2ccc3nc[nH]c3c2)c1` gave Vc quorum ag inactive, UGM FP inh -2.3, FadD28 binding -3.4, Y pestis TopoI 2, TcdB inh 0.7, Mtb FBA inh 22, GDH-TPI counter 7 and PfHsp40 yeast 0.1.

New compounds follow
Screening CC(=O)OCC1=C(C(=O)O)N2C(=O)[C@@H](NC(=O)Cc3ccccc3)[C@H]2SC1 returned Vc quorum ag 0.9, FadD28 binding -3.3, Y pestis TopoI 3, TcdB inh 0.1, Mtb FBA inh 3, GDH-TPI counter -5, PfHsp40 yeast -0.4 and BioA inh 2.7.
`COc1ccc(C(=O)Nc2nnc(Cc3ccc(OC)c(OC)c3)s2)c(OC)c1` gave Vc quorum ag -0.3, UGM FP inh 1.0, FadD28 binding -3.9, Y pestis TopoI 30, TcdB inh 0.6, Mtb FBA inh 1, GDH-TPI counter 10, PfHsp40 yeast -0.7 and BioA inh -1.0.
For O=C(C(=O)N1CCN(c2ccccc2F)CC1)c1cn(CC(=O)N2CCCC2)c2ccccc12 the results were Vc quorum ag -0.4, FadD28 binding -1.0, Y pestis TopoI 15, TcdB inh -0.2, Mtb FBA inh 3, GDH-TPI counter 20 and BioA inh 0.4.
`COc1ccc(OC)c(C(=O)N2CCCC(Nc3ccc(F)cc3)C2)c1` (stereo unspecified) gave Vc quorum ag -0.2, UGM FP inh -1.1, FadD28 binding -1.9, Y pestis TopoI 3, TcdB inh -0.3, Mtb FBA inh -1, GDH-TPI counter -11, PfHsp40 yeast 0.9 and BioA inh 4.6.
C/C(N)=C(/C#N)C(=O)CSc1nc2cc(Cl)ccc2c(=O)n1Cc1ccco1 was read as Vc quorum ag -0.2, UGM FP inh -0.6, FadD28 binding -2.4, Y pestis TopoI 6, TcdB inh 1.4, Mtb FBA inh 3, GDH-TPI counter 5 and PfHsp40 yeast 0.3.
`CS(=O)(=O)N(Cc1nnc(-c2cccs2)o1)c1ccc(Cl)cc1F` gave Vc quorum ag inactive, UGM FP inh -0.3, FadD28 binding -3.5, Y pestis TopoI 2, Mtb FBA inh 4, GDH-TPI counter -3, PfHsp40 yeast 0.8 and BioA inh 4.1.
`Nc1nc(Nc2ccccc2Cl)cc(=O)[nH]1` gave Vc quorum ag 0.0, UGM FP inh 0.0, FadD28 binding -1.2, Y pestis TopoI -3, TcdB inh 0.7, Mtb FBA inh 1, GDH-TPI counter 1 and PfHsp40 yeast 1.9.
For COc1cccc(CNc2nnnn2C)c1 the results were Vc quorum ag -3.8, UGM FP inh -3.0, FadD28 binding -1.6, Y pestis TopoI -2, TcdB inh -0.2, Mtb FBA inh 2, GDH-TPI counter 0, PfHsp40 yeast -1.1 and BioA inh -0.7.
Screening COc1cc(/C=C/C(=O)c2ccc3c(c2)OCCO3)cc(Br)c1OCC(=O)N(C)C returned Vc quorum ag -0.1, UGM FP inh -10, FadD28 binding -3.0, Y pestis TopoI 12, TcdB inh 3.0, Mtb FBA inh -6, GDH-TPI counter 19, PfHsp40 yeast -1.1 and BioA inh 1.6.
Screening O=C(COc1ccccc1Cl)Nn1cnnc1 returned Vc quorum ag inactive, UGM FP inh 0.3, FadD28 binding -1.2, Y pestis TopoI 6, Mtb FBA inh 0, GDH-TPI counter -1, PfHsp40 yeast -1.2 and BioA inh -0.3.
`O=C(C1CC1)N1CCc2cc(Br)cc(S(=O)(=O)NCCCN3CCCC3)c21` gave Vc quorum ag inactive, UGM FP inh 1.8, FadD28 binding -2.1, Y pestis TopoI -10, Mtb FBA inh -9, GDH-TPI counter 6, PfHsp40 yeast 0.2 and BioA inh -1.0.
For CCN(CC)C(=S)SC1=CCS(=O)(=O)C1 the results were Vc quorum ag 0.2, UGM FP inh 0.0, FadD28 binding -1.6, Y pestis TopoI 5, TcdB inh 1.7, Mtb FBA inh 1, GDH-TPI counter -4 and PfHsp40 yeast -0.3.
Clc1ccc(-c2nnnn2-c2ccc(Cl)c(Cl)c2)cc1Cl was read as Vc quorum ag -0.1, UGM FP inh -1.8, FadD28 binding -3.5, Y pestis TopoI 5, Mtb FBA inh 1, GDH-TPI counter -2, PfHsp40 yeast 4.8 and BioA inh -0.1.
For O=C(Nc1ccc(N2CCOCC2)c(Cl)c1)c1cccnc1Cl the results were Vc quorum ag -1.0, UGM FP inh -0.9, FadD28 binding -5.5, Y pestis TopoI 4, Mtb FBA inh 2, GDH-TPI counter 17, PfHsp40 yeast -0.3 and BioA inh 22.
Cc1ccc(OP2(=O)Nc3cc(C)c(C)cc3S2)cc1 (stereo unspecified) was read as Vc quorum ag 1.0, FadD28 binding -2.2, Y pestis TopoI -5, TcdB inh 0.3, Mtb FBA inh 3, GDH-TPI counter 10, PfHsp40 yeast 1.3 and BioA inh -2.2.
For Cn1c2ccc(F)cc2c2nnc(SCCN3CCOCC3)nc21 the results were Vc quorum ag inactive, FadD28 binding -2.3, Y pestis TopoI 2, TcdB inh 0.0, Mtb FBA inh -1, GDH-TPI counter 6 and PfHsp40 yeast 5.8.
`O=C(c1cccs1)N1C[C@@H](n2cc(C3CC3)nn2)[C@H](O)C[C@@H]1c1ccc(Cl)cc1` gave Vc quorum ag -0.4, FadD28 binding -5.5, Y pestis TopoI 9, TcdB inh 0.7, Mtb FBA inh 1, GDH-TPI counter -10 and BioA inh 2.6.
Screening Cc1ccccc1NC(=S)N(Cc1cccnc1)Cc1ccco1 returned Vc quorum ag -3.1, UGM FP inh -1.3, FadD28 binding -1.4, Y pestis TopoI 6, TcdB inh 0.0, Mtb FBA inh -2, GDH-TPI counter 7, PfHsp40 yeast 0.7 and BioA inh -0.3.
`O=[N+]([O-])c1cccc(-n2nnnc2CN2CCCC2)c1` gave Vc quorum ag inactive, UGM FP inh 1.5, FadD28 binding 0.1, Y pestis TopoI -2, TcdB inh 0.2, Mtb FBA inh 0, GDH-TPI counter -4, PfHsp40 yeast -0.7 and BioA inh -2.6.

Pulled by structure from the entries so far, 2 records:
`O=C(c1cccs1)N1C[C@@H](n2cc(C3CC3)nn2)[C@H](O)C[C@@H]1c1ccc(Cl)cc1` gave Vc quorum ag -0.4, FadD28 binding -5.5, Y pestis TopoI 9, TcdB inh 0.7, Mtb FBA inh 1, GDH-TPI counter -10 and BioA inh 2.6.
Screening Cc1ccccc1NC(=S)N(Cc1cccnc1)Cc1ccco1 returned Vc quorum ag -3.1, UGM FP inh -1.3, FadD28 binding -1.4, Y pestis TopoI 6, TcdB inh 0.0, Mtb FBA inh -2, GDH-TPI counter 7, PfHsp40 yeast 0.7 and BioA inh -0.3.

From PubChem
